# D2 antag: HTS Assay for Allosteric Antagonists of the Human D2 Dopamine Receptor: Primary Screen for Antagonists | inhibition, % at 10 µM | hit rate 2% among 340,000 | AID 485344, 2010 | HEK293 TREx D2 cells, calcium flux, dopamine EC80; in the data active = inhibition above about 30%; note: 0% is about no effect
# Target sequence (P14416 whole entry, looked up): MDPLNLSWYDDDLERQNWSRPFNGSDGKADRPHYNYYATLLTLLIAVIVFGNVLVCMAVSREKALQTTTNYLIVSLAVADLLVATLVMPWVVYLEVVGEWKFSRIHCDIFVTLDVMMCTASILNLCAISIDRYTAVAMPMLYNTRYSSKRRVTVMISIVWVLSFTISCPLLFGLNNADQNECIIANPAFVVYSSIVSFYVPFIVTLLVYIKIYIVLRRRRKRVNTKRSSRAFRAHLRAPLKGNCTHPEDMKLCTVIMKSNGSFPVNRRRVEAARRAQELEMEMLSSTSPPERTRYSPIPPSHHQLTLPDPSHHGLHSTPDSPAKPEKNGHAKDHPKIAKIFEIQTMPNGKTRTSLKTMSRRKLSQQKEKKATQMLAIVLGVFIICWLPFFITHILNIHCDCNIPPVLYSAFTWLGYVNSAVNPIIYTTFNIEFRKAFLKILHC
#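 Overnight-induced (tetracycline, 30 C) HEK293 T-REx cells carrying force-coupled D2 receive a no-wash calcium dye, then compound, then EC80 dopamine at 180 s; signals are read kinetically throughout.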
# TrxR1 substrate: qHTS Assay for Substrates of Mammalian Selenoprotein Thioredoxin Reductase 1 (TrxR1): qHTS | hit rate 0.01% among 390,000 | purified TrxR1 substrate turnover, NADPH consumption readout | Potency, µM (top dose mostly 114 µM), for the others: at the highest dose activity change, negative = substrate turnover; note: potency is the fitted concentration of half-maximal effect; % is set by controls: 0 for no effect and ±100 for the full control effect; nearly all actives have a fitted effect of over 50% in size
# Target sequence (O89049 whole entry, looked up): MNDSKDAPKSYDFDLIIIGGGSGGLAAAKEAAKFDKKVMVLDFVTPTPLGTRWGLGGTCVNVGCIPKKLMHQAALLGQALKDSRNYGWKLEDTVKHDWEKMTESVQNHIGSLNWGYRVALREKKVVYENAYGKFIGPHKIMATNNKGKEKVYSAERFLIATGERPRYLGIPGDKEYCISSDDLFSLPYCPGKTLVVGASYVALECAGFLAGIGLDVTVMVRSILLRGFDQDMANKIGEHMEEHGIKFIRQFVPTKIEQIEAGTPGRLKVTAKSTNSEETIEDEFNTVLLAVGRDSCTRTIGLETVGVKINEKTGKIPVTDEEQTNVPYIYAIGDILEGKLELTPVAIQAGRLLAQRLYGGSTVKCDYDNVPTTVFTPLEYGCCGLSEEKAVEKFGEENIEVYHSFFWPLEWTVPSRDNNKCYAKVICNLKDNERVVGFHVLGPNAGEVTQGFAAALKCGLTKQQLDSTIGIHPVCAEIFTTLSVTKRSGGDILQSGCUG
#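 Rat TrxR1, dispensed at 90 nM, was prereduced with 400 uM NADPH (final) for 5 min at ~22 deg C, then incubated with compound 15 min before 400 uM selenite. A first-read NADPH fluorescence drop versus no-compound background flagged substrates.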
# TRHR ag: qHTS for Small Molecule Agonists and Allosteric Enhancers of Human TRH Receptor: Primary Screen for Agonists | Thyrotropin-releasing hormone receptor (Homo sapiens), P34981 | TRHR cells, calcium flux fluo-8, FDSS agonist mode | activation, % at 2 µM | hit rate 0.18% among 360,000; in the data active = activation above about 30%; note: 0% is about no effect
#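 TRHR-expressing cells, plated overnight in medium with 10% serum, were loaded with fluo-8 calcium dye at room temperature. After a 10 s baseline, library compound was pin-added and calcium release was recorded kinetically (ex 480/em 530) as agonist response.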
# rTrxR1 inhibitor: qHTS Assay for Inhibitors of Mammalian Selenoprotein Thioredoxin Reductase 1 (TrxR1): qHTS; Thioredoxin reductase 1, cytoplasmic (Rattus norvegicus), O89049; recombinant rTrxR1, NADPH fluorescence consumption, selenite substrate; Potency, µM (highest dose often 114 µM), for the others: top-dose activity change, negative = inhibition, usual class: inhibitors; hit rate 1% among 390,000; AID 588453, 2011; note: potency is the fitted concentration of half-maximal effect; % is set by controls: 0 for no effect and ±100 for the full control effect; nearly all actives have a fitted effect of over 65% in size
#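 Rat TrxR1 (90 nM in the dispensed reagent) was pre-reduced with 400 uM NADPH for 5 min at room temperature, then incubated with compound for 15 min. After 400 uM selenite was added, NADPH fluorescence (Ex 340/Em 450 nm) was followed for 8 min.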
# TRHR PAM: qHTS for Small Molecule Agonists and Allosteric Enhancers of Human TRH Receptor: Primary Screen for Enhancers. hit rate 0.66% among 360,000. AID 493056, 2011. TRHR cells, fluo-8 calcium fluorescence, EC20 TRH enhancement. Thyrotropin-releasing hormone receptor (Homo sapiens), P34981. enhancement, % at 2 µM; in the data active = enhancement above about 30%; note: 0% is about no effect
#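 TRHR-expressing cells loaded with fluo-8 calcium dye were read kinetically (ex 480/em 530) during compound addition, then stimulated with an EC20 of TRH (10 nM final). Enhancement of the Gq-mediated intracellular calcium response was scored.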
# D2 agonist: HTS Assay for Allosteric Agonists of the Human D2 Dopamine Receptor: Primary Screen for Agonists; D(2) dopamine receptor (Homo sapiens), P14416; HEK293 T-REx D2 cells, calcium flux agonist mode; activation, % at 2 µM; hit rate 0.53% among 340,000; AID 485358, 2010;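 active = activation over 3 SD above normal in the single-dose calcium agonist read, cut at about 30% in these data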; note: 0% is about no effect
#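 Tetracycline-induced HEK293 Trex cells with D2 receptor force-coupled to calcium signaling, plated overnight at 30 C and loaded with no-wash calcium dye. Calcium flux read kinetically for 180 s after compound addition; responses flag agonists.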
# mIDH1 inhibitor: qHTS for Inhibitors of mutant isocitrate dehydrogenase 1 (IDH1): qHTS; Isocitrate dehydrogenase [NADP] cytoplasmic (Homo sapiens), O75874; IDH1-R132H enzyme, NADPH consumption, diaphorase/resazurin fluorescence; Potency, µM (titrated, usually from 76.6 µM), inactives show at the highest dose activity change, negative = inhibition, most hits filed as inhibitors; hit rate 0.093% among 390,000; note: potency is the fitted concentration of half-maximal effect; % is set by controls: 0 for no effect and ±100 for the full control effect; nearly all actives have a fitted effect of over 65% in size
#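 IDH1-R132H (0.5 ug/mL dispensed) in pH 7.5 Tris buffer was preincubated 30 min with compound, then given a substrate mix of 0.016 mM NADPH and 2 mM alpha-KG for 80 min at room temperature; remaining NADPH was read by diaphorase/resazurin fluorescence.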
# USP1-UAF1 inh: Inhibitors of USP1/UAF1: Primary Screen. Ubiquitin carboxyl-terminal hydrolase 1 (Homo sapiens), O94782. Potency, µM (titrated, usually from 57.1 µM), inactives show at the highest dose activity change, negative = inhibition, hits mostly inhibitors. AID 743255, 2014. recombinant USP1/UAF1, Ub-Rhodamine cleavage fluorescence. hit rate 0.23% among 390,000; note: potency is the fitted concentration of half-maximal effect; % is set by controls: 0 for no effect and ±100 for the full control effect; nearly all actives have a fitted effect of over 60% in size; inactives centre near -12
#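 In this screen, compounds sit with the deubiquitinase complex (1nM) for 15 min at room temperature before Ub-Rho is added at 150nM final. Fluorescence rise is then followed for 6 reads every 60 seconds.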
# Pin1 inhibitor: qHTS Assay to Find Inhibitors of Pin1; Potency, µM (titrated, usually from 115 µM), for the others: top-dose activity, negative = inhibition, actives largely listed as inhibitors; hit rate 0.009% among 390,000; Pin1 FP peptide displacement, HiFluor488, 10 min; active = well fitted inhibition curve with a large enough effect in the polarisation, with a control signal flat, not every such curve was filed as active; inconclusive = small, poorly fitted or top-dose-only effect, or effect the other way, or a change in a side signal; inactive = no such curve, though single readings can be large or run the other way; the % refers to the polarisation; note: potency is the fitted concentration of half-maximal effect; % is set by controls: 0 for no effect and ±100 for the full control effect
# The depositor's hits bear a star; ? = inconclusive; nt = no result given; & = joins results of further samples; [ ] = dose if it differs, or a comment. Unless noted, calls come from the whole dose curve; as a rule, active = well fitted inhibition curve with a large enough effect; inconclusive = small, poorly fitted or top-dose-only effect; inactive = no such curve, though single readings can be large or run the other way.
SMILES,D2 antag,TrxR1 substrate,TRHR ag,rTrxR1 inhibitor,TRHR PAM,D2 agonist,mIDH1 inhibitor,USP1-UAF1 inh,Pin1 inhibitor
CCOc1ccc(NC(=S)Nc2cccnc2)cc1,-4,-1%[57.1 µM],0.1,14%[57.1 µM],1,0.6,4%,-9%,-8%
COc1cccc(/C=C/C(=O)OCC(=O)NCCc2ccccc2)c1,9,12%[57.1 µM],-1.4,18%[57.1 µM],2,46*,2%,-10%,-1%
Cc1noc(C)c1S(=O)(=O)N(CC(=O)NCCc1ccccc1)c1ccc(C(C)C)cc1,20,1%&-14%,1.0&2.3,8%&-14%,-9&-7,-0.7&1.8,-3%&-4%,-23%&-10%,1%&-9%
N#CC1=C2N=C(N)c3ccccc3N2C2=C(C(=O)CCC2)C1c1ccc(Cl)cc1 (stereo not drawn),20,7%[57.1 µM],0.2,17%[57.1 µM],4,1.0,-20%,-6%,15%
O=C(Nc1cccc(F)c1)Nc1ccnn1C1CCN(C(=O)c2ccccn2)CC1,23,1%,0.5,13%,-6,0.2,4%,-16%,-1%
Cc1ccc(C(=O)NCC(=O)OCC(=O)Nc2cc(S(=O)(=O)N3CCOCC3)ccc2C)cc1,0,-6%,-0.5,-12%,9,-0.3,0%,-11%,-2%
O=C1/C(=N\S(=O)(=O)c2cccs2)C([n+]2ccccc2)=C([O-])c2ccccc21,2,-10%,-0.6,19%,4,0.7,21%,?,5%
C/C(Cl)=C/Cc1c(C)[nH]c2ccc(C)cc2c1=O,-2,-7%,-0.8,-15%,-5,0.4,-6%,-2%,-1%
CN(C)S(=O)(=O)c1ccc2c(c1)/C(=C/c1cc3c([nH]1)CCCC3)C(=O)N2,17,10%[57.1 µM],69*,?,-2,24,-15%,32µM*,?
Cc1cc(F)ccc1S(=O)(=O)NCC1CC2CCC1C2 (stereo not drawn),20,4%,0.1,22%,0,0.3,0%,-22%,?
O=C(COc1ccc(Cl)cc1Cl)Nc1ccc(C(=O)Nc2ccccc2C(=O)O)cc1,19,6%,0.0,17%,1,1.0,-9%,-11%,nt
COc1cc2c(cc1OC)C(C(=O)Nc1ccccn1)C(c1cccnc1)N(C)C2=O (stereo not drawn),5,-2%,0.0,4%,2,0.4,10%,-14%,2%
COC(=O)C1=C(N)N(c2ccc(F)cc2)C2=C(C(=O)CCC2)C1c1ccc2c(c1)OCO2 (stereo not drawn),0,-3%[57.1 µM],-1.7,-19%,-2,-0.6,3%,-22%,-10%
O=C(CSCC(=O)N1CCOCC1)Nc1nc(-c2ccccc2)cs1,4,2%,0.3,11%,-1,-0.1,19%,-4%,0%
Cn1cnc(S(=O)(=O)NC2CCN(Cc3c(F)cccc3Cl)CC2)c1,-11,2%,-0.1,15%,-4,0.2,-2%,-7%,-7%
COC(=O)c1ccc(Oc2nc(C)cc(Oc3ccccc3)n2)cc1,16,-14%,-0.2,-7%,-1,-1.7,9%,-2%,-4%
COc1ccc2c(CNCCc3ccco3)c(C(=O)O)n(Cc3ccc(F)cc3)c2c1,nt,5%,0.3,-4%,11,-0.4,14%,-18%,3%
Nc1nc(Nc2cccc(Cl)c2)nc(NCCO)c1[N+](=O)[O-],18,-3%,0.3,9%,4,9.9,6%,-19%,-4%
CCOCCCNC(=O)C1CCN(S(=O)(=O)N2CC(C)CC(C)C2)CC1 (stereo not drawn),14,6%,0.1,7%,-7,-0.6,4%,-10%,?
COC(=O)C1CC(c2c(OC)cc(OC)cc2OC)=NO1 (stereo not drawn),7,3%,-0.4,15%,-10,-1.0,6%,-21%,-3%
Cc1onc(-c2ccccc2)c1C(=O)N/N=C/c1ccco1,-10,-6%,-1.1,-24%,3,-0.4,11%,-12%,-7%
Cc1ccc(S(=O)(=O)N2CCCCC2C)cc1[N+](=O)[O-] (stereo not drawn),3,-4%,-0.1,-1%,3,1.2,-1%,-2%,10%
O=C(Nc1ccccc1)N1CCC(C(=O)N2CCN(c3ccccc3F)CC2)CC1,-6,1%,-1.0,6%,19,4.3,-4%,-13%,-3%
CC1CCC(NC(=O)CN2C(=O)c3ccccc3S2(=O)=O)CC1 (stereo not drawn),nt,6%,nt,16%,nt,nt,11%,-25%,-7%
CN(C)c1ccc(CNC(=O)CN(C)S(=O)(=O)c2cccc3cccnc23)cc1,9,1%,1.1,0%,7,-0.9,15%,-19%,-1%
CCOCc1nnc(NC(=O)CCC2CCCCC2)s1,-16,6%[57.1 µM],0.6,16%[57.1 µM],5,-0.6,3%,-22%,0%
CCC(C)C(NC(=O)C1CCC(C)CC1)C(=O)NCc1ccco1 (stereo not drawn),-2,-4%,-0.9,-10%,4,-2.3,-6%,-3%,-13%
CCOc1ccccc1NS(=O)(=O)c1ccc2c(c1)n(C)c(=O)c(=O)n2C,-5,6%,0.5,14%,3,-0.1,6%,-17%,-6%
NC(=O)N/N=C/c1ccccc1OCc1cccc2ccccc12,10,-4%,-0.1,28%[2.29 µM],-1,0.0,11%,-20%,3%
CCOc1ccccc1CNS(=O)(=O)c1cnc[nH]1,1,-3%,0.6,5%,-9,0.2,-12%,-8%,-3%
Cn1cc(CCC(=O)N2CCCC(CCC(=O)NCc3ccc(F)c(F)c3)C2)cn1 (stereo not drawn),10,4%,0.6,14%,-1,-0.4,9%,-16%,1%
COc1ccc(OC)c(S(=O)(=O)N2Cc3ccccc3CC2C(=O)Nc2ccc(C)cc2C)c1 (stereo not drawn),nt,17%,0.3,40%[activator],-1,-0.2,nt,-12%,11%
Nc1nc(Cl)cc(Sc2ccc(F)cc2)n1,8,13%[57.1 µM],-0.7,16%[57.1 µM],1,0.1,0%,-11%,1%
Cn1c(CC(=O)Nc2ccc(F)cc2)c(Sc2ccccc2)c2ccccc21,-1,-6%,-0.1,-9%,-9,-0.2,-3%,-19%,0%
CN1CCc2c(sc3c2C(=O)NC(c2cccc(OC(=O)c4cccs4)c2)N3)C1 (stereo not drawn),-11,15%,9.6,4%,-2,6.2,2%,?,?

# Part of the list above, as labelled records.
> CCOCc1nnc(NC(=O)CCC2CCCCC2)s1
  D2 antag: -16
  TrxR1 substrate: 6%[57.1 µM]
  TRHR ag: 0.6
  rTrxR1 inhibitor: 16%[57.1 µM]
  TRHR PAM: 5
  D2 agonist: -0.6
  mIDH1 inhibitor: 3%
  USP1-UAF1 inh: -22%
  Pin1 inhibitor: 0%
> CCC(C)C(NC(=O)C1CCC(C)CC1)C(=O)NCc1ccco1 (stereo not drawn)
  D2 antag: -2
  TrxR1 substrate: -4%
  TRHR ag: -0.9
  rTrxR1 inhibitor: -10%
  TRHR PAM: 4
  D2 agonist: -2.3
  mIDH1 inhibitor: -6%
  USP1-UAF1 inh: -3%
  Pin1 inhibitor: -13%

# In the list so far, 9 have fluorine:
SMILES,D2 antag,TrxR1 substrate,TRHR ag,rTrxR1 inhibitor,TRHR PAM,D2 agonist,mIDH1 inhibitor,USP1-UAF1 inh,Pin1 inhibitor
O=C(Nc1cccc(F)c1)Nc1ccnn1C1CCN(C(=O)c2ccccn2)CC1,23,1%,0.5,13%,-6,0.2,4%,-16%,-1%
Cc1cc(F)ccc1S(=O)(=O)NCC1CC2CCC1C2 (stereo not drawn),20,4%,0.1,22%,0,0.3,0%,-22%,?
COC(=O)C1=C(N)N(c2ccc(F)cc2)C2=C(C(=O)CCC2)C1c1ccc2c(c1)OCO2 (stereo not drawn),0,-3%[57.1 µM],-1.7,-19%,-2,-0.6,3%,-22%,-10%
Cn1cnc(S(=O)(=O)NC2CCN(Cc3c(F)cccc3Cl)CC2)c1,-11,2%,-0.1,15%,-4,0.2,-2%,-7%,-7%
COc1ccc2c(CNCCc3ccco3)c(C(=O)O)n(Cc3ccc(F)cc3)c2c1,nt,5%,0.3,-4%,11,-0.4,14%,-18%,3%
O=C(Nc1ccccc1)N1CCC(C(=O)N2CCN(c3ccccc3F)CC2)CC1,-6,1%,-1.0,6%,19,4.3,-4%,-13%,-3%
Cn1cc(CCC(=O)N2CCCC(CCC(=O)NCc3ccc(F)c(F)c3)C2)cn1 (stereo not drawn),10,4%,0.6,14%,-1,-0.4,9%,-16%,1%
Nc1nc(Cl)cc(Sc2ccc(F)cc2)n1,8,13%[57.1 µM],-0.7,16%[57.1 µM],1,0.1,0%,-11%,1%
Cn1c(CC(=O)Nc2ccc(F)cc2)c(Sc2ccccc2)c2ccccc21,-1,-6%,-0.1,-9%,-9,-0.2,-3%,-19%,0%

# Not all compounds are listed. The share of hits here may be higher or lower than overall.
